Source: PubChem BioAssay
LGR2 inh – inhibitors of bursicon-induced LGR2 CRE-luciferase signal, primary screen, cell-based, HEK293, CRE-luciferase reporter, bursicon stimulation | bursicon-stimulated, 4 h | Drosophila bursicon receptor LGR2 (rickets) | 0.35% of 380,000 active | inhibition, % at 9.99 µM;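 active = drop in luminescence signal, shown as inhibition above about 50% in the replicate tests, limit read from the data, passing the limit was not always enough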;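 note: agonist challenge used bursicon conditioned medium at about half maximal strength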
S100A4 inh HTS – inhibitors of S100A4-myosin IIA peptide binding, primary screen, biochemical, fluorescence polarization, TAMRA-MyoIIA peptide; Protein S100-A4 (Homo sapiens), P26447; inhibition, % at 10.7 µM; 0.14% of 360,000 active; AID 652163, 2013;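 active = mean inhibition of at least 70% across replicates, with every replicate also reaching that level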
Target sequence (P26447 whole entry, looked up): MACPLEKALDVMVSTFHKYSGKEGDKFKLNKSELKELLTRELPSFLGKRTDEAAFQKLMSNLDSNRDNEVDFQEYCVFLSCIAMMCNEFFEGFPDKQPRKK
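Material: S100A4 monomer (human). Medium: Calcium-containing HEPES buffer, pH 7.2. Probe or stimulus: labelled myosin peptide probe, 5 nM. Compound dosing: one concentration per compound. Timing: polarization read 5 min after assay mix addition, stable 5–60 min. Benchmarks: DMSO as neutral control, TFP as positive control.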
FN deposition inh – inhibitors of fibronectin matrix deposition, primary screen, AH1F cells, Alexa488-fibronectin fluorescence, plate reader. AH1F fibroblasts, overnight. inhibition, % at 12.6 µM. 0.086% of 350,000 active;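 active = mean inhibition across replicates of 30% or more, regardless of how many single replicates reach that level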;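 note: positive control wells lacked labelled fibronectin entirely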
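test system = AH1F fibroblasts assembling fluorescent fibronectin matrix | quantity = 10000 AH1F cells per well | buffer or medium = DMEM plus 2% serum, read in PBS | doses = single dose, pinned | incubation = 1 h cell attachment, overnight exposure to compound and label | detection = fluorescence at 485 nm excitation, 525 nm emission | read-out basis = inhibition from reduced deposited-fibronectin fluorescence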
Statin myotox sup – suppressors of statin myotoxicity in C2C12 myotubes, primary screen, cell-based, single point, plate reader; AID 602340, 2012; C2C12 myotubes + simvastatin, ATP luminescence, 48 h; scaled: DMSO 0, geranylgeraniol control 100; rescue of ATP level, % at 7.49 µM; 0.78% of 330,000 active;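 active = mean ATP rescue above about 67%, or every replicate alone reaching that limit, limit read from the data, passing the limit was not always enough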;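 note: myotubes were challenged with 10 µM simvastatin during compound exposure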
esBAF inh – Bmi1 luciferase reporter increase in mESCs, primary screen, esBAF inhibitor project, mouse ES cells, Bmi1 luciferase knock-in, single point | 24 h; 100% = twice the neutral-well signal | reporter increase, % at 12.5 µM | 2% of 350,000 active; in the data active = activation above about 40%;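 note: 0% = median of the plate's neutral control wells and 100% = double that signal; a rise in the Bmi1 reporter signal indicates esBAF inhibition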
SIRT5 block – SIRT5 desuccinylase inhibitors, primary screen, biochemical, fluorescence imaging, single point, set 5 | NAD-dependent protein deacylase sirtuin-5, mitochondrial (Homo sapiens), Q9NXA8 | inhibition, % at 15 µM | AID 652115, 2013 | 1.1% of 330,000 active | Purified SirT5, succinyl-peptide AMC, trypsin-coupled fluorescence; in the data active = inhibition above about 15%
Target sequence (Q9NXA8 whole entry, looked up): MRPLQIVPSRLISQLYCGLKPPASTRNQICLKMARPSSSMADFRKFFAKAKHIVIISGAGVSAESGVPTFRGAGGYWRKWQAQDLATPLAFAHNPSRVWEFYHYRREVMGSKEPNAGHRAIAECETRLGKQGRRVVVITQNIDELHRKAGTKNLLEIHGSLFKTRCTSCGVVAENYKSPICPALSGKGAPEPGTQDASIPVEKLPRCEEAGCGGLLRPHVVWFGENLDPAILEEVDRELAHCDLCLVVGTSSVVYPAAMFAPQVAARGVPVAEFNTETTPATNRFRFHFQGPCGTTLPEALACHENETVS
Casp6 inh – human caspase-6 inhibitors, primary screen, biochemical, VEID-R110 fluorescence, single point, set 2. purified caspase-6, Z-VEID-R110 cleavage fluorescence. 0.53% of 350,000 active. inhibition, % at 12.5 µM. P55212;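 active = mean inhibition across replicates at least about 35%, with every replicate also reaching that limit, limit read from the data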;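 note: 0% = median of neutral control wells and 100% = no fluorescence left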
Target sequence (P55212 24-179 limits assumed): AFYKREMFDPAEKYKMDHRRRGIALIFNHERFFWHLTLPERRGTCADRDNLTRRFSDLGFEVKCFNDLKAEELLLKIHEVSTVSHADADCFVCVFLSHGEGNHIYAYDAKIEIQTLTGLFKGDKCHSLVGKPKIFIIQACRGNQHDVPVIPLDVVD
Target sequence (P55212 194-293 limits assumed): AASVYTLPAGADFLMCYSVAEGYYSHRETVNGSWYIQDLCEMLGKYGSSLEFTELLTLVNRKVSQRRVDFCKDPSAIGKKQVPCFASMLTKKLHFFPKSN
Starred values were filed as active, the others as inactive; / = no result given.

SMILES | LGR2 inh | S100A4 inh HTS | FN deposition inh | Statin myotox sup | esBAF inh | SIRT5 block | Casp6 inh
C=CC[C@H](CC(=O)NCCO)C(=O)NCCOC(=O)[C@@H](CC=C)CC(=O)OC(C)(C)C | -13 | / | -2 | 4 | 2 | / | /
Cc1onc(-c2c(F)cccc2Cl)c1C(=O)NCc1ccc(S(N)(=O)=O)cc1 | 4 | 2 | 1 | -1 | -11 | -3 | -1
CCc1noc(C)c1C(=O)OCC(=O)N1CCc2ccccc21 | -5 | 1 | 10 | 4 | 18 | -9 | 2
O=C(Cc1ccc(NC(=O)C2CCN(C(=O)C3CC3)CC2)cc1)Nc1ccc(C(=O)N2CCOCC2)cc1 | 0 | -2 | -5 | 5 | -13 | -6 | 2
COc1ccc(NS(=O)(=O)c2ccc(C)c(C(=O)NCCCn3ccnc3)c2)cc1 | 6 | 2 | -8 | 1 | -4 | / | -3
Cc1ccc(C)c(CSc2nnc([C@@H]3CCCN3)o2)c1 | -4 | -10 | -4 | -4 | 2 | 5 | 0
O=C(c1ccccc1)c1ccc2c(c1)OCCCO2 | / | -3 | 1 | / | / | -1 | -1
COc1c(/C=N/Nc2ccc([N+](=O)[O-])cc2[N+](=O)[O-])c(C)nn1-c1ccccc1 | / | / | 9 | -26 | -10 | / | /
CC(=O)Nc1ccc(NC(=O)Oc2ccccc2)cc1 | 5 | -2 | / | 3 | 5 | -1 | -3
OCC1OC(n2cnc3ccccc32)CC1O (configuration not stated) | -2 | -2 | 4 | / | / | 0 | 1
COc1ccc(C(=O)Nc2cccc([N+](=O)[O-])c2)cc1Br | -18 | / | / | 9 | 22 | / | /
CN1CC(=O)N2[C@H](c3ccc4c(c3)OCO4)c3[nH]c4ccccc4c3C[C@@H]2C1=O | / | 0 | 4 | 8 | 4 | -2 | 2
CCc1cccc(CC)c1NC(=O)C[n+]1cccc(C(N)=O)c1 | 9 | -14 | 3 | / | / | -6 | 1
O=C(CSc1nnnn1-c1ccc(Cl)cc1)NC(=O)Nc1ccc2c(c1)OCCO2 | -60 | / | -12 | 52 | 56* | / | /
CCc1ccc(-c2cc(C)no2)cc1S(=O)(=O)NCCc1ccc(OC)c(OC)c1 | -17 | 2 | 2 | 5 | 14 | 1 | 0
COc1ccc(N(CC(=O)Nc2ccc3c(c2)OCO3)S(C)(=O)=O)c(OC)c1 | / | / | -3 | 5 | -4 | / | /
COc1ccccc1NS(=O)(=O)c1cc(NC(=O)c2cc(F)c(F)c(F)c2F)ccc1N1CCOCC1 | -4 | -28 | 13 | -14 | 8 | -2 | -1
CCC(=O)N(C)C[C@H]1Oc2ncc(C#Cc3cccnc3)cc2C(=O)N([C@H](C)CO)C[C@H]1C | 17 | 7 | / | -22 | 3 | -1 | 2
Cc1cccc2c(N=Nc3ccc(S(=O)(=O)Nc4ccc(Cl)cc4)cc3[N+](=O)[O-])c(O)[nH]c12 | -8 | -6 | -4 | -9 | 9 | 2 | -3
COC(=O)C[C@H]1CC[C@@H]2[C@H](COc3ccc(NC(=O)c4cccc(OC)c4)cc3C(=O)N2C)O1 | -4 | -8 | 9 | -2 | -1 | 1 | 1
OCC1(Cc2ccccc2C(F)(F)F)CCN(Cc2ccncc2)CC1 | 16 | 0 | -6 | -12 | -11 | 0 | 0
Cc1cc(C)cc(OCc2nnc(SCC(=O)NC3CC3)n2C)c1 | 9 | 2 | / | 6 | 4 | -2 | -5
C[C@@H]1CN([C@@H](C)CO)C(=O)c2cc(C#Cc3ccccc3F)cnc2O[C@@H]1CN(C)C(=O)C1CCCCC1 | 15 | 9 | / | 4 | 10 | 10 | 1
COc1ccc(-c2cnc3c(c2)C(=O)N([C@H](C)CO)C[C@@H](C)[C@H](CN(C)C(=O)C2CCCCC2)O3)cc1 | -15 | -10 | / | 7 | 2 | -20 | 7
COC(=O)c1[nH]nc(C(=O)OC(C)(C)C)c1-c1ccccc1 | / | -1 | 2 | / | / | -2 | -2

A portion taken from the entries so far, for reference:
SMILES | LGR2 inh | S100A4 inh HTS | FN deposition inh | Statin myotox sup | esBAF inh | SIRT5 block | Casp6 inh
CC(=O)Nc1ccc(NC(=O)Oc2ccccc2)cc1 | 5 | -2 | / | 3 | 5 | -1 | -3
OCC1OC(n2cnc3ccccc32)CC1O (configuration not stated) | -2 | -2 | 4 | / | / | 0 | 1
COc1ccc(C(=O)Nc2cccc([N+](=O)[O-])c2)cc1Br | -18 | / | / | 9 | 22 | / | /
CN1CC(=O)N2[C@H](c3ccc4c(c3)OCO4)c3[nH]c4ccccc4c3C[C@@H]2C1=O | / | 0 | 4 | 8 | 4 | -2 | 2
CCc1cccc(CC)c1NC(=O)C[n+]1cccc(C(N)=O)c1 | 9 | -14 | 3 | / | / | -6 | 1
O=C(CSc1nnnn1-c1ccc(Cl)cc1)NC(=O)Nc1ccc2c(c1)OCCO2 | -60 | / | -12 | 52 | 56* | / | /
CCc1ccc(-c2cc(C)no2)cc1S(=O)(=O)NCCc1ccc(OC)c(OC)c1 | -17 | 2 | 2 | 5 | 14 | 1 | 0
COc1ccc(N(CC(=O)Nc2ccc3c(c2)OCO3)S(C)(=O)=O)c(OC)c1 | / | / | -3 | 5 | -4 | / | /
COc1ccccc1NS(=O)(=O)c1cc(NC(=O)c2cc(F)c(F)c(F)c2F)ccc1N1CCOCC1 | -4 | -28 | 13 | -14 | 8 | -2 | -1
CCC(=O)N(C)C[C@H]1Oc2ncc(C#Cc3cccnc3)cc2C(=O)N([C@H](C)CO)C[C@H]1C | 17 | 7 | / | -22 | 3 | -1 | 2
Cc1cccc2c(N=Nc3ccc(S(=O)(=O)Nc4ccc(Cl)cc4)cc3[N+](=O)[O-])c(O)[nH]c12 | -8 | -6 | -4 | -9 | 9 | 2 | -3
COC(=O)C[C@H]1CC[C@@H]2[C@H](COc3ccc(NC(=O)c4cccc(OC)c4)cc3C(=O)N2C)O1 | -4 | -8 | 9 | -2 | -1 | 1 | 1
OCC1(Cc2ccccc2C(F)(F)F)CCN(Cc2ccncc2)CC1 | 16 | 0 | -6 | -12 | -11 | 0 | 0
Cc1cc(C)cc(OCc2nnc(SCC(=O)NC3CC3)n2C)c1 | 9 | 2 | / | 6 | 4 | -2 | -5

(list continues)
SMILES | LGR2 inh | S100A4 inh HTS | FN deposition inh | Statin myotox sup | esBAF inh | SIRT5 block | Casp6 inh
COc1ccc(C(=O)Nc2ccc(NC(=O)c3ccccc3)cc2)cc1S(=O)(=O)N1CCOCC1 | 9 | 2 | 3 | 9 | 2 | -3 | -3
CN(C)/C=C(/C(=O)c1ccc(Cl)cc1Cl)S(=O)(=O)c1ccc(Cl)cc1 | / | / | 2 | 5 | -4 | / | /
N#Cc1c(NC(=O)C2CC(c3ccccc3Cl)=NO2)sc2c1CCC2 (configuration not stated) | 3 | 1 | / | 2 | 10 | -3 | 3
CCOc1ccccc1NC(=O)N1CCCC1C(=O)NCc1ccco1 (configuration not stated) | 5 | -1 | -2 | 8 | -2 | 4 | /
CCC(=O)N1CCc2cc(S(=O)(=O)Nc3ccccc3C)ccc21 | 0 | -1 | 7 | -2 | 4 | 0 | -7
Cc1cc2ncn(-c3ncnc4scc(-c5ccccc5)c34)c2cc1C | / | / | 4 | -8 | -9 | / | /
C/C(O)=c1/cnc2nc3ccccc3n2c1=O | -11 | -3 | 3 | / | / | 1 | -1
Cc1noc(C)c1NC(=O)NCC[C@H]1CC[C@@H](NC(=O)c2ccccc2)[C@H](CO)O1 | -19 | -12 | / | -7 | -3 | -3 | -1
Cc1nnc(SCC(=O)NC(=O)Nc2ccc3c(c2)OCCO3)s1 | -56 | -1 | -15 | / | / | -4 | 17
C=CCn1c(=S)[nH]c2cc(C(=O)NCCc3ccc(S(N)(=O)=O)cc3)ccc2c1=O | -6 | -1 | -2 | -5 | 1 | -1 | -3
CC(NC(=S)NCc1ccc(F)cc1)C12CC3CC(CC(C3)C1)C2 (configuration not stated) | 10 | -2 | -6 | 2 | -3 | -4 | 0
CCCc1ccc(NC(=O)C2CCN(c3cnccn3)CC2)cc1 | 7 | -9 | -4 | -8 | 1 | 0 | -2
COCC(=O)N(C)C[C@H]1Oc2cc(-c3cccc(F)c3)ccc2S(=O)(=O)N([C@H](C)CO)C[C@@H]1C | -7 | 4 | 5 | -6 | 0 | -1 | 2
Cc1[nH]c(=S)sc1Cc1ccc(Cl)c(Cl)c1 | -5 | -6 | / | / | / | -11 | 1
Cc1ccc2sc(N(CCCN(C)C)C(=O)c3ccc(S(=O)(=O)N(C)C4CCCCC4)cc3)nc2c1C | 5 | 1 | / | -19 | / | 1 | -10
Cc1csc(NC(=O)CSc2nc3nc(C)cc(C)n3n2)n1 | -8 | 11 | -4 | 4 | 3 | 2 | 0
CO[C@@H]1CN(C)C(=O)c2ccc(NC(=O)C3CCCC3)cc2OC[C@H](C)N(CC2CC2)C[C@H]1C | 9 | 7 | -13 | -10 | 1 | 4 | 33
Cc1cnc(C(=O)OCC(=O)c2ccccc2)cn1 | 9 | 94* | -2 | -4 | -2 | -3 | 1
O=C(c1ccccc1F)N1CCCc2ccccc21 | -7 | -4 | 4 | -7 | -4 | 3 | 0
CCOC(=O)Cc1csc(NC(=O)c2cc(C)cc(C)c2)n1 | 9 | -3 | / | -7 | 0 | 16* | 3
CC(C)NC(=O)Cn1cc(C(=O)COc2ccccc2)c2ccccc21 | -8 | 2 | 6 | -5 | 0 | 1 | -4
OCC1(CO)CCCC(CO)(CO)C1O | -21 | 2 | 0 | 4 | 3 | -1 | 0
O=C(CCCNC(=O)c1ccc(Cl)cc1)Nc1cccc(F)c1 | -1 | -3 | 6 | -1 | 4 | -4 | -1
C[C@H]1CN([C@@H](C)CO)S(=O)(=O)c2ccc(C#Cc3ccccc3)cc2O[C@@H]1CN(C)S(=O)(=O)c1ccccc1F | 9 | -29 | / | -7 | 9 | 0 | -1
O=C(NC1CCCCC1)[C@H]1[C@H](CO)[C@H]2Cn3c(cccc3=O)[C@H]2N1C(=O)CC1CC1 | -4 | 102* | / | 0 | -5 | 8 | -3
COCCCNC(=S)N/N=C/c1ccc(N(C)C)cc1Cl | -76 | -10 | -7 | -10 | 32 | -2 | 1
CS(=O)(=O)Nc1ccc2c(c1)[C@H]1C[C@@H](CC(=O)NCc3cccnc3)O[C@@H](CO)[C@H]1O2 | -1 | -61 | -3 | 6 | 3 | -6 | 3

Part of the list above in order of molecular weight, low to high:
SMILES | LGR2 inh | S100A4 inh HTS | FN deposition inh | Statin myotox sup | esBAF inh | SIRT5 block | Casp6 inh
Cc1cnc(C(=O)OCC(=O)c2ccccc2)cn1 | 9 | 94* | -2 | -4 | -2 | -3 | 1
CC(=O)Nc1ccc(NC(=O)Oc2ccccc2)cc1 | 5 | -2 | / | 3 | 5 | -1 | -3
Cc1csc(NC(=O)CSc2nc3nc(C)cc(C)n3n2)n1 | -8 | 11 | -4 | 4 | 3 | 2 | 0

These rows are one share of the data (hit frequency here may not be typical).
